# Assay outcomes deposited in PubChem by The Scripps Research Institute Molecular Screening Center.
# PREPL inh: human PREPL enzyme inhibition; recombinant PREPL, fluorescence polarization activity-based probe; inhibition, % at 5.96 µM; hit rate 0.68% among 320,000; AID 2751; in the data active = inhibition above about 43%;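 also: 0% = enzyme with DMSO and 100% = wells lacking enzyme; many of its hits are not listed in these tables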
# pPAFAH FP inh: pPAFAH (human) enzyme inhibition; Q13093; recombinant pPAFAH, FP-rhodamine probe fluorescence polarization; inhibition, % at 3.39 µM; hit rate 1.5% among 330,000; AID 463082;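 active = inhibition above the mean inhibition across the screen plus 3 SD, cut at about 25% in these data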;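 also: inhibitors block binding of the rhodamine activity-based probe so polarization drops; 0% = enzyme with DMSO and 100% = wells lacking pPAFAH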
# PAFAH1B2 FP inh: blocks human PAF acetylhydrolase 1b catalytic subunit 2 | recombinant PAFAH1B2, FP-rhodamine activity probe, fluorescence polarization | inhibition, % at 3.39 µM | hit rate 1.2% among 340,000 | AID 492953;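 active = inhibition above the mean of all tested compounds plus 3 SD, cut at about 24% in these data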;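 also: 0% = enzyme with DMSO and 100% = wells lacking PAFAH1B2; many of its hits are not listed in these tables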
# Target sequence (P68402 whole entry, looked up): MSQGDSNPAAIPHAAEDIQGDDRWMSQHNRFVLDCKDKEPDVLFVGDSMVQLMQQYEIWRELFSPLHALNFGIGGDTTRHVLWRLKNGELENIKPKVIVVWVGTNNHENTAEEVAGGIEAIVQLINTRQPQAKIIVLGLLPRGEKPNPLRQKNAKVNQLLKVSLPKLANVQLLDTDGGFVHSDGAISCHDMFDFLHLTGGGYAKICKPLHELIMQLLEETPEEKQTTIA
# PAFAH1B3 inh: blocks human PAF acetylhydrolase 1B catalytic subunit 3 | AID 492972 | Q15102 | recombinant PAFAH1B3, FP-rhodamine probe, fluorescence polarization | inhibition, % at 3.39 µM | hit rate 0.28% among 340,000;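 active = inhibition above the screen-wide average of all tested compounds plus 3 SD, cut at about 25% in these data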;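 also: 0% = enzyme with DMSO only and 100% = wells lacking PAFAH1B3 protein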
# Target sequence (Q15102 whole entry, looked up): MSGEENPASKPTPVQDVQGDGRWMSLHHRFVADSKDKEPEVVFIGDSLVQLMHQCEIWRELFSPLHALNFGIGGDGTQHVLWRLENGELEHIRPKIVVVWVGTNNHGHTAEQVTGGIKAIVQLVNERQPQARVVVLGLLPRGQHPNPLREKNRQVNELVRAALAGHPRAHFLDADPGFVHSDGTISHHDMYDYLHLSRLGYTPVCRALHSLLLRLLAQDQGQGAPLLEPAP
# LYPLA2 inh: counter-screen for PME1 inhibitors: inhibitors of human LYPLA2; O95372; inhibition, % at 5.9 µM; hit rate 0.38% among 320,000; recombinant LYPLA2, FP-Rh probe fluorescence polarization;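 active = inhibition above the screen-wide mean plus 3 SD, limit set per campaign, cut at about 26% in these data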;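 also: 0% = LYPLA2 with DMSO and 100% = wells lacking LYPLA2 enzyme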
# Target sequence (O95372 whole entry, looked up): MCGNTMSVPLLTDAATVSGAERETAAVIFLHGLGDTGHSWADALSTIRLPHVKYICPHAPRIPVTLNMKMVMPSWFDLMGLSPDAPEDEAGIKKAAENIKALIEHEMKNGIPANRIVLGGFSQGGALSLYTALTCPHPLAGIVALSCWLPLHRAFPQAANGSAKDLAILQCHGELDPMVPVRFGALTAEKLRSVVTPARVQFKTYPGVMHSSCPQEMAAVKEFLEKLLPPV
# PAFAH2 inh: PAFAH2 (human) inhibition | hit rate 0.99% among 340,000 | AID 492956 | recombinant PAFAH2, FP-rhodamine activity probe, fluorescence polarization | inhibition, % at 3.39 µM | Q99487;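 active = inhibition above the mean over all tested compounds plus 3 SD, cut at about 30% in these data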;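 also: inhibitors block probe labeling of enzyme so polarization drops; 0% = enzyme with DMSO and 100% = wells lacking PAFAH2 protein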
# LYPLA1 counter: counter-screen for PME1 inhibitors: inhibitors of human LYPLA1; O75608; recombinant LYPLA1, FP-Rh probe fluorescence polarization; inhibition, % at 5.9 µM; hit rate 0.16% among 320,000; AID 2174;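 active = inhibition above the mean of all tested compounds plus 3 SD, set per campaign, cut at about 14% in these data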;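 also: inhibitors block serine hydrolase probe labeling of LYPLA1 so polarization falls; 0% = enzyme with DMSO and 100% = wells lacking LYPLA1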
# ZTA DNA inh: blocks Epstein-Barr virus ZTA, an EBNA-1 counter-screen | inhibition, % at 11 µM | P03206 | hit rate 0.15% among 320,000 | ZTA-DNA binding, fluorescence polarization; in the data active = inhibition above about 33%
# Target sequence (P03206 whole entry, looked up): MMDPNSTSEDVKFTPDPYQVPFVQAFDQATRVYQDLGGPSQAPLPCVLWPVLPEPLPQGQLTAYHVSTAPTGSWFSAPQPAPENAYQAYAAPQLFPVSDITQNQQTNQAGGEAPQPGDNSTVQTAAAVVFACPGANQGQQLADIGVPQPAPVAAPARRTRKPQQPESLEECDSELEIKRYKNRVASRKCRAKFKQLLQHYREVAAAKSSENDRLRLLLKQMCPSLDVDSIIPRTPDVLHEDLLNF
# EBNA-1 inhibitor: blocks EBNA-1 binding to DNA | hit rate 0.34% among 300,000 | AID 1950 | EBNA-1 DNA binding, fluorescence polarization | inhibition, % at 14.8 µM; in the data active = inhibition above about 28%
# * hit, by the source's call; · = not tested or not shown.
Molecule,PREPL inh,pPAFAH FP inh,PAFAH1B2 FP inh,PAFAH1B3 inh,LYPLA2 inh,PAFAH2 inh,LYPLA1 counter,ZTA DNA inh,EBNA-1 inhibitor
COCCNC(=O)C1CCC(CNS(=O)(=O)c2cccc3nsnc23)CC1 (stereo not given),-3,1,3,0,-4,5,-3,15,5
CCSc1ncnc2sc3c(c12)CCC3,2,3,2,9,1,-2,-5,-13,0
CCCCCC(=O)Nc1c(-c2ccc(OC)cc2)c(=O)c2ccccc2n1C,1,2,4,-5,-3,-2,-1,16,5
CCNc1nc(Cl)nc(N(NC(C)=O)C(C)C)n1,7,2,3,-2,1,-6,-1,-6,-9
CC(=O)Nc1cc(S(=O)(=O)Nc2cccc(C)c2)c(C)cc1C,0,1,0,-4,3,-1,-3,0,0
Cc1cccc(C(=O)NCC(c2ccco2)N2CCc3ccccc32)c1 (stereo not given),13,5,6,7,2,6,4,-15,0
CC1CCN(CCCNC(=O)c2n[nH]c(=O)c3ccccc23)CC1,-7,0,-2,10,-2,-5,0,2,-15
Cc1ccc(S(=O)(=O)/N=C(/Nc2ccc3[nH]c(=O)[nH]c3c2)c2ccccc2)cc1,1,2,3,6,4,8,-1,-26,-6
Cc1ccc(Cn2c(C)cc3c(c2=O)C(c2cccs2)C(C#N)=C(N)O3)cc1 (stereo not given),19,0,-6,-16,-7,-17,0,-19,14
O=C1C2CC=CCC2C(=O)N1c1n[nH]c(-c2ccccc2)n1 (stereo not given),-2,-1,0,4,-4,1,-2,1,-2
O=C(O)Cn1nnc(-c2cccs2)n1,14,0,-2,2,1,1,-3,-13,-10
CC(=O)c1ccc(-n2ccc(=O)cc2)cc1,10,3,2,4,1,4,2,-13,-7
O=S1(=O)N[C@H](c2ccccc2)C[C@H](c2ccc(C(F)(F)F)cc2)O1,-13,-4,12,-1,5,0,1,4,1
Cc1ccc2nc3c(cc(C(=O)NCC4CCCO4)c(=N)n3C3CCCC3)c(=O)n2c1 (stereo not given),17,8,0,6,0,3,4,-7,-7
Cc1ccc(CN2C(=O)C(CC(C)C)Nc3ncnc(N4CCN(c5ccccn5)CC4)c32)cc1 (stereo not given),-23,4,1,-6,2,9,-2,12,7
CC(C)COP(=O)(c1ccc(N(C)C)cc1)C(Nc1ccccc1)c1ccccc1 (stereo not given),9,3,12,2,0,-6,4,5,3
O=[N+]([O-])c1ccc(N/N=C\c2ccccc2OCc2ccccc2)cc1,11,0,1,5,-1,-11,-8,8,8
Cc1ccc(Nc2nc(CSc3nnnn3-c3ccccc3)cs2)cc1,14,12,4,8,-2,2,-11,-1,-3
COc1oc(-c2ccc(Cl)cc2)nc1C(F)(F)F,-3,5,5,8,5,10,2,-18,-5
CSc1ccc(S(=O)(=O)NC2CC2)cc1,7,-1,1,6,1,2,-3,-14,-2
COc1ccc(S(=O)(=O)N(C)C)cc1NC(=O)CN1C(=O)NC2(CCCC2)C1=O,-8,1,4,11,-3,-3,-2,8,-5
CCc1ccc(OCc2n[nH]c(=S)n2Cc2ccccc2)cc1,-23,6,5,-1,21,-1,-3,10,13
C=CCOc1ccc(-c2nc3c(c(=O)[nH]c(=O)n3CCC)n2CCCC)cc1,12,4,5,4,6,4,4,6,2
COc1cccc(-c2cc(C(=O)N3CCN(S(=O)(=O)c4ccc(Br)cc4)CC3)[nH]n2)c1,-10,7,0,-3,-4,2,-5,20,5
CC1=NN(C(=O)COc2ccc(C)c(C)c2)C(O)(c2ccccc2)C1 (stereo not given),10,1,3,6,-1,3,0,15,-7
Cn1c(NC(=O)c2ccccc2Br)cc(=O)n(C)c1=O,4,-4,0,3,-8,6,-6,-12,-4
O=C(O)C1CCN(C(=O)c2cccc3ccccc23)CC1,0,5,0,5,0,-6,-4,-5,-1
CCOC(=O)c1c(C)c[nH]c1C,-6,5,·,·,-3,·,0,-1,2
Cc1ccc(C)c(-n2c(-c3csc(C)c3)n[nH]c2=S)c1,12,4,6,2,3,-2,-1,-13,-2
Cc1ccc(CNS(=O)(=O)NCc2ccccc2F)cc1,-4,7,2,-2,5,-6,-2,14,8
O=C(O)COc1cccc2ccccc12,2,2,5,1,0,-1,-2,-8,0
COc1ccc(S(=O)(=O)NC2(C(F)(F)F)N=C3SCCN3C2=O)cc1 (stereo not given),-6,2,-1,1,9,1,-2,0,-1
O=C(NCCN1CCCOC1=O)C(=O)NCCN1CCCOC1=O,16,3,0,4,-1,-1,-1,-26,-4
CCN(CC)C(=O)CSc1nnc2nnc3cc(Cl)ccc3n12,20,11,1,4,3,2,2,-10,-1
CC(C)c1ccc(OCC(=O)NCc2ccccc2)cc1,9,10,18,4,-2,2,0,1,-1
Cc1cc2ncc(-c3ccc(Cl)cc3)c(N)n2n1,10,3,4,2,-2,-2,0,0,-1
C=CCOc1ccc(/C=C/C(=O)OCC(=O)NCC(=O)Nc2c(C)cc(C)cc2C)cc1,5,-5,0,-3,0,8,-1,-11,-1
C/C(CC(=O)NCc1ccco1)=N\NC(=O)Cc1ccc(Cl)cc1,-21,-3,4,5,-2,3,-2,2,-4
Cc1cc(Cl)ccc1NC(=S)NCc1ccccc1Cl,1,4,5,-4,-9,-2,0,-7,-6
Cc1c(C)c(C)c(CO/N=C/c2cccs2)c(C)c1C,7,8,10,7,1,-4,1,-10,-14
CCCC(=NC(C)CC)C1=C(O)CC(c2ccccc2)CC1=O (stereo not given),7,2,6,-2,14,-4,4,-3,8
Cc1cccc([C@@H](NC(=O)OC(C)(C)C)C(=O)OC(C)(C)C)c1,1,2,4,14,1,2,-1,1,·
FC(F)Oc1ccc(NC(=S)NN2CCOCC2)cc1,-2,1,2,4,-4,6,-1,4,0
CCCCNC(=O)C1C2C=CC3(CN(Cc4ccccc4Cl)C(=O)C13)O2 (stereo not given),-3,0,1,-2,2,-8,1,7,-3
COc1cc2c(cc1OC)-c1nc3ccccc3c(=O)n1C(C)(C)C2,3,4,2,2,-3,1,-2,12,5
Cc1nnc(SCc2cc(=O)[nH]c(N3CCN(C)CC3)n2)s1,3,-2,7,2,-5,0,-2,-6,-13
Cc1cc(C)cc(Oc2coc3cc(O)ccc3c2=O)c1,-4,-4,1,3,3,5,2,-9,-4
Cc1ccc2c(c1)CCCN2C(=O)CSc1ccccc1,-7,10,3,6,1,1,-1,-8,1
Cc1ccc(OCC(=O)Nc2ccccc2N2CCCC2)c(C)c1,16,3,-10,7,8,-4,1,-15,-2
CCOc1ccccc1NC(=O)Cn1c(=O)oc2ccccc21,14,-4,1,-2,12,-2,5,-5,-2

# (list continues)
Molecule,PREPL inh,pPAFAH FP inh,PAFAH1B2 FP inh,PAFAH1B3 inh,LYPLA2 inh,PAFAH2 inh,LYPLA1 counter,ZTA DNA inh,EBNA-1 inhibitor
COc1cccc(C2CC(c3cccc(NS(C)(=O)=O)c3)=NN2C(=O)c2ccccc2)c1OC (stereo not given),4,5,0,2,0,-12,-6,13,12
Cc1ccc(SCC(=O)OCC(=O)N2CCN(C(=O)c3ccco3)CC2)c(C)c1,18,34*,12,3,-1,16,-2,-5,-6
CC(C)O/N=C1\C(=O)N(c2ccccc2)c2ccccc21,5,4,2,4,4,8,-1,7,2
CO/C=C\C=C/c1nnn(-c2ccc(Cl)cc2)n1,5,7,-1,-5,3,-9,2,-10,-5
C=CCN=C1S/C(=C/c2cccc([N+](=O)[O-])c2)C(=O)N1CC=C,13,15,-2,-1,4,-2,2,3,1
COc1ccc(-c2cc(C(=O)OCC(=O)NC(C)(C)C)c3ccccc3n2)cc1,3,2,3,-4,-6,-6,-4,-2,-20
COc1ccc(CN2CCCC(CO)(Cc3ccc(F)cc3F)C2)cc1 (stereo not given),9,-4,0,1,-1,5,-1,-3,-1
Cc1nnc(SCC(=O)Nc2ccc(S(N)(=O)=O)cc2)n(N)c1=O,4,-9,3,5,·,7,·,·,·
CCC(C)[C@H](NC(=O)Nc1ccccc1F)C(=O)OC (stereo not given in full),-3,-5,3,5,0,4,0,-6,5
CC(C)(C)c1cc(NC(=O)COC(=O)c2ccc(O)cc2O)n(-c2ccccc2)n1,8,10,1,3,-1,1,-3,6,-6
Cn1c(CO)nc2cc(N)ccc21,23,2,6,0,7,3,4,-10,11
CCSc1nnc2ccc(-c3cccs3)nn12,8,6,-2,2,4,5,0,4,4
O=C(NC1CCCCC1)c1ccc(Cn2cc(Cl)cn2)cc1,-3,4,6,7,6,-2,2,3,7
CSc1ccc(Cn2nnc(C(=O)Nc3ccc(C)c(C)c3)c2N)cc1,9,-9,6,0,-2,-4,3,1,-1
COCCNC(=S)Nc1ccc2nc(N3CCN(C)CC3)cc(C)c2c1,14,-3,2,11,-1,-3,3,-11,-15
O=C(CCc1ccccc1)NCCCN1CCOCC1,-5,2,5,-5,2,9,-1,3,-7
CCCC1=C(C(=O)OCC)C(c2ccc(F)cc2)n2ncnc2N1 (stereo not given),0,5,5,-1,5,-2,4,-20,0
O=C(NN1C(=O)C2CCCCC2C1=O)c1ccco1 (stereo not given),-3,1,10,9,-2,7,1,7,-2
COc1cccc(NC(=O)C2CCN(C(=O)NC3CCCCC3)CC2)c1,6,0,-1,1,0,-2,0,-3,9
CCCSc1cc(N)cc([N+](=O)[O-])c1,4,0,-3,-10,9,3,-8,-19,-13
COc1ccc(NC(=O)c2cccc(S(=O)(=O)N3CCOCC3)c2)cc1,-4,-7,0,0,4,3,1,-8,-6
Cc1cc(C)c2c(n1)sc1c(N3CCCCC3)ncnc12,-4,5,·,·,3,·,3,-4,-4
COc1ccc(/C=N/N=C2/NC(=O)CC(C(=O)O)S2)cc1 (stereo not given),-4,-5,-2,-1,5,-1,-1,6,7
CCOC(=O)COc1c(Br)cc(C2NC(=O)NC(C)=C2C(C)=O)cc1OC (stereo not given),-7,1,-4,10,0,1,-4,1,7
CC(=O)Nc1ccc(-n2nnnc2SCC(=O)NCc2cccs2)cc1,3,2,-4,0,2,-6,-4,3,2
CC(C)c1ccc(Nc2c([N+](=O)[O-])c(=O)n(C)c3ccccc23)cc1,-10,5,5,2,2,8,-3,-9,-5
O=C(CC1C(=O)NCCN1Cc1ccc(F)c(F)c1)NCCn1cccn1 (stereo not given),-5,3,0,-10,-5,3,3,-10,3
COc1ccc(CCN(C)C2CCCN(S(=O)(=O)c3ccc(C)cc3)C2)cc1OC (stereo not given),-4,9,4,5,3,-1,-1,18,6
Cc1cc(=O)[nH]c(SCC(=O)NC2CCCc3ccccc32)n1 (stereo not given),5,1,9,4,2,2,2,-9,6
Cc1ccc(-c2cnc3cc(C)nn3c2)cc1,-9,7,2,1,6,-5,1,-5,-11
Cc1c(-n2c(CN3C(=O)c4ccccc4C3=O)nc3ccccc3c2=O)c(=O)n(-c2ccccc2)n1C,-8,0,-1,4,-2,-4,0,-5,-13
Oc1ccc(C[C@@H]2CNC(=S)N2CCc2cc(C(F)(F)F)cc(C(F)(F)F)c2)cc1,10,-3,7,3,0,12,-8,-12,-5

# The list is partial; the hit share may differ from the screen's.
